Screening results (PubChem)
mHTT-CaM PPI inh – disrupts binding of mutant huntingtin to calmodulin; AID 1671202; AlphaScreen His-mHTT/GST-CaM binding, luminescence; inhibition, % at 15 µM; 190,000 tested, 3.6% active; P42858;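 note: 0% = both proteins with DMSO and 100% = one protein alone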
Pf apPOL block – Pf-apPOL DNA polymerase inhibition; Recombinant Pf-apPOL, molecular beacon fluorescence, 1.5 h; inhibition, % at 10 µM; 210,000 tested, 0.25% active; AID 1794808
Numbers without * were called inactive; i = inactive; . = no result given; & = joins results of further samples. Cut-off read from the data, not from the text of the source: active = inhibition above about 50%; inactive = the rest.

SMILES | mHTT-CaM PPI inh | Pf apPOL block
Cc1cn(CCC(=O)Nc2ccc(-n3ccc(C(F)(F)F)n3)cc2)c2ccccc12 | . | -15
Cc1cc2c(c(=O)o1)C(c1ccccc1[N+](=O)[O-])C(C#N)=C(N)O2 (stereo not drawn) | 12 | -4
COc1ccc(C(NC(=O)c2ccccc2F)c2ccc(OC)cc2)cc1 | -2 | 1
COc1ccccc1C(=O)Nc1cccc(NC(=O)c2ccccc2OC)c1C | -2 | 0
COc1ccc(NC(=O)C2CCN(c3cncnc3N3CCCCC3)CC2)c(C)c1 | 6 | 1
CCOC(=O)C1CCCN(C(=O)c2cc(-c3cccc(F)c3)n(C)n2)C1 (stereo not drawn) | 4 | -4
CCN1C(=O)c2cccnc2Sc2cc(C(=O)N3CCC(C)CC3)ccc21 | -5 | 1
Fc1ccc(CO/N=C2\CCCc3nonc32)cc1 | i | -3
CCCN(CCC)c1ccc(C2NC(=O)c3c(sc(C)c3C)N2)cc1 (stereo not drawn) | 1 | 1
O=C(c1cc(C2CC2)on1)N1CCCCC1 | -4 | -2
O=C(Cc1cccc(F)c1)Nc1cc(-c2cccs2)no1 | -12 | -1
CSc1ccc(CNc2ccc([N+](=O)[O-])cc2C)cc1 | 16 | -2
O=C(Cn1nc2c(cc1=O)CCCC2)NCc1ccccc1Cl | -5 | -3
CCc1ccc(CN2CCC(C(=O)N3CCCC3)CC2)cc1 | 0 | -3
CCOc1ccc(C2C(=O)N(C3CCCCC3)CC(=O)N2Cc2ccccc2)cc1OC (stereo not drawn) | 35 | -8
COc1cccc(N2CCN(C(=O)c3ccnc(-c4cccs4)c3)CC2)c1 | 32 | -2
Cc1ccc(N2N=NC3C(=O)N(c4ccc(F)cc4)C(=O)C32)cc1F (stereo not drawn) | -14 | 1
Cc1cccc(NC(=O)N2c3ccccc3Sc3ccccc32)c1 | -2 | -10
CCCn1ncc(N2CCC(C(=O)N3CCN(CC)CC3)CC2)cc1=O | -4 | -5
CCn1ccnc1N1CCN(C(=O)c2c(-c3ccccc3Cl)noc2C)CC1 | 1 | 3
Cc1ccc(NCN2C(=O)c3ccccc3C2=O)nc1 | 4 | 0
Cc1cc(Cl)ccc1NC(=O)CN(C)S(=O)(=O)c1ccc2[nH]c3c(c2c1)CCCC3 | 44 | -2
CN(Cc1ccccc1)C(=O)c1ccc(N2CCNC(c3ccccc3)C2)nc1 (stereo not drawn) | 10 | 0
CC(C)N(CCCNC(=O)c1noc2c1CCCCC2)Cc1ccccc1 | -4 | -4
CCCC(=O)N1CCCC2(C1)N=C(c1ccccc1)C(=O)N2 (stereo not drawn) | -4 | -6
CCc1cccc(N=c2oc3ccccc3cc2C(=O)Nc2nccs2)c1 | 3 | -3
Cc1cc(C2C(C#N)=C(N)N(c3ccccc3C(F)(F)F)C3=C2C(=O)CCC3)c(C)s1 (stereo not drawn) | 39 | 0
COc1cc2c(cc1OC)C(C(=O)N1CCCCC1C)C(c1cccs1)N(C)C2=O (stereo not drawn) | 5 | 1
Cc1nc2c(C(=O)NCc3ccc(F)cc3)cnn2c(C)c1Cc1ccccc1 | 19 | -7
NC(=O)c1ccc(N2CCOCC2)c(N)c1 | 5 | -2
CN(C)C=NCCCn1c(N2CCCCC2)nc2c1c(=O)n(C)c(=O)n2C | -3&4 | -9
CCN(CC)C(=NS(=O)(=O)c1ccc(C)cc1C)c1ccccc1 | -1 | -3
Cc1ccc(C(=O)N2CCN(Cc3noc4ccccc34)CC2)cc1C | 0 | -2
COc1cccc(C2=NC3(CCNCC3)NC(c3cc(Br)ccc3O)C2)c1 (stereo not drawn) | 14 | -7
COCC1CCN(C(=O)c2cccc(N3CCNC(c4ccccc4)C3)n2)CC1 (stereo not drawn) | 8 | -14
CCC(C)NC(=O)CC1CCN(C(=O)c2[nH]c(C)c(C)c2C)CC1 (stereo not drawn) | -8 | -2
NNC(=O)C(Cc1cnc[nH]1)NC(=O)OCc1ccccc1 (stereo not drawn) | . | -7
O=C(Nc1ccc(CN2CCN(c3ccccn3)CC2)cc1)Nc1ccc2c(c1)OCO2 | 0 | -3
CCOC(=O)Cc1ccc(NC(=O)N2CCCC2c2ccc(C)cc2)cc1 (stereo not drawn) | -4 | -3
CC(C)(C)C(=O)N1CCc2nc(-c3ccc(F)cc3)ncc2C1 | -14 | -3
Cc1ccc(C(=O)N2CCN(c3ccc([N+](=O)[O-])cc3)CC2)c(Cl)c1 | 2 | -6
COc1cc2c(cc1OC)C(C(=O)NCc1cccnc1)C(c1ccccc1F)N(C)C2=O (stereo not drawn) | -11 | -8
CN1CCN(c2ncncc2N2CCC(C(=O)NCc3ccccc3)CC2)CC1 | 12 | -9
O=C(O)c1ccc(NC(=O)c2ccc(Cl)c(S(=O)(=O)N3CCCCC3)c2)cc1 | -3 | -1
CCOc1ccc(N=Cc2ccc(OC)cc2)cc1 | . | -1
Cc1cccc(C(=O)NC(C)c2ccccc2)c1 (stereo not drawn) | -3 | 6
CCC(=O)N1CCc2ccc(C(=O)N3CCOCC3)cc21 | -5 | 0
CCC(=Nc1ccccc1O)C1=C(O)CC(c2ccccc2)CC1=O (stereo not drawn) | 4 | -5
O=C(NCC1CCCO1)c1cc(Cl)ccc1Cl (stereo not drawn) | -2 | -3
CCOC(=O)c1cccc(Nc2nc(C)nc3c2CCC3)c1 | -2 | -12
(continued)
SMILES | mHTT-CaM PPI inh | Pf apPOL block
O=C(NCc1ccco1)C(=O)Nc1ccccc1 | -2 | -4
O=C(NCc1ccccc1Br)c1ccc2c(c1)NC(=O)C1CCCCN21 (stereo not drawn) | 20 | -2
COc1ccc(-n2c(SCC(=O)c3ccc(O)c(O)c3)nc3ccsc3c2=O)cc1 | 49 | -2
Cc1ccc(-c2nc(-c3ccc4nncn4c3)no2)cc1F | 7 | 8
COC(=O)c1cnc(Oc2ccc(NC(=O)NC(=O)c3ccccc3Cl)cc2)cc1C(F)(F)F | . | -2
Cc1ccc(CNC(=O)c2cnn3c(C)c(Cc4cccc(Br)c4)c(C)nc23)cc1 | 6 | -6
O=C(c1ccc(C#CC2(O)CCCCC2)cc1)N1CCN(c2ccc([N+](=O)[O-])cc2)CC1 | 56* | -1
CCc1n[nH]c(CC)c1NC(=O)c1c(F)cccc1F | 15 | 37
O=C(O)CCCCCCCCc1cn(Cc2ccc(C(=O)c3ccccc3)cc2)nn1 | 21 | -7
COc1cccc(OC)c1NC(=O)N1CCOCC1 | . | 3&1
CSC(N)=Nc1csc(C(F)(F)F)c1-c1ccccc1 | . | -2
Cn1c(=O)n(C)c2cc(NC(=O)Nc3cccc(Cl)c3)ccc21 | -65 | -3
O=C(Nc1nc2n(n1)C(c1ccccc1)C=C(c1ccc(Cl)cc1)N2)c1ccco1 (stereo not drawn) | 49 | 0
O=C(Nc1ccccc1)/C(=C\c1ccccc1)C(=O)Nc1cccc(C(F)(F)F)c1 | -8 | -1
CCOc1ccc(N=C2NC(=O)/C(=C\C=C\c3ccccc3)S2)cc1 | 5 | -7
COC(=O)COc1ccc(C=C2Oc3cc(OC)ccc3C2=O)cc1OC | 11 | -4
COc1cccc(C2CC(=O)Nc3n[nH]c(-c4ccc(Cl)cc4)c32)c1 (stereo not drawn) | 34 | 3
O=c1[nH]c2ccccc2[nH]c1=O | -10 | -6
CC(C)N1C(=O)Cc2ccccc2C1C(=O)NCc1ccc(N(C)C)cc1 (stereo not drawn) | 19 | -4
O=C(Nc1nnc(-c2ccccc2Cl)o1)c1ccc(S(=O)(=O)N2CCCC2)cc1 | 4 | -7
COc1ccc(N2CCN(C(=O)c3ccc(SCc4cccnc4)c([N+](=O)[O-])c3)CC2)cc1 | 8 | -2
O=C(c1ccccc1)N1CCc2nc(-c3ccccc3)ncc2C1 | -5 | 1
CN(C)c1nc2nonc2nc1Nc1cccc(Cl)c1 | 27 | -1
Cc1cc(C)c2c(N)c(C(=O)Nc3ccc(Br)cc3)sc2n1 | -18 | -1
CCOC(=O)C(C)Oc1ccc2c(=O)c(-c3ccc(Br)cc3)coc2c1 (stereo not drawn) | -9 | -8
O=C(O)c1ccc(Nc2ccc(Cl)c(Cl)c2)c([N+](=O)[O-])c1 | 15 | -2
NC(N)=NS(=O)(=O)c1ccc(N=Cc2ccc3c(c2)OCO3)cc1 | 1 | -6
CN(C)c1ccc(CNC(=O)C2CCN(c3nnc(-c4ccccc4)o3)CC2)cc1 | 2 | 2
CCC(=O)NCc1csc(C2CCCN(C(=O)c3cc(F)ccc3Cl)C2)n1 (stereo not drawn) | -7 | -6
Cc1ccc(-n2nc3c(c2NC(=O)c2ccc(C)c(C)c2)CSC3)cc1 | 32 | -14

Looked up one by one from the list above, two records:
SMILES | mHTT-CaM PPI inh | Pf apPOL block
COc1cc2c(cc1OC)C(C(=O)NCc1cccnc1)C(c1ccccc1F)N(C)C2=O (stereo not drawn) | -11 | -8
CCN1C(=O)c2cccnc2Sc2cc(C(=O)N3CCC(C)CC3)ccc21 | -5 | 1

Compounds above with an aryl thioether with sulfur outside any ring (3):
SMILES | mHTT-CaM PPI inh | Pf apPOL block
CSc1ccc(CNc2ccc([N+](=O)[O-])cc2C)cc1 | 16 | -2
COc1ccc(-n2c(SCC(=O)c3ccc(O)c(O)c3)nc3ccsc3c2=O)cc1 | 49 | -2
COc1ccc(N2CCN(C(=O)c3ccc(SCc4cccnc4)c([N+](=O)[O-])c3)CC2)cc1 | 8 | -2

Other results.
SMILES | mHTT-CaM PPI inh | Pf apPOL block
CC(=O)Nc1cc(N2CCOCC2)c(F)cc1[N+](=O)[O-] | . | -2
CCOc1ccccc1CN1CCCC1c1cc(C(C)C)no1 (stereo not drawn) | -17 | -2
COc1ccc(C(=O)N2CCCC(c3nc(CCNC(=O)C4CCC4)cs3)C2)cc1 (stereo not drawn) | -2 | -2
CCN(C(=O)Nc1ccccc1)c1ccccc1 | -2 | 6
C#CC1(OCC(O)CN2CC(C)CC(C)C2)CCCCC1 (stereo not drawn) | -4 | -6
COCC(C)NC(=O)C(=O)Nc1ccc(Cl)cn1 (stereo not drawn) | -9 | -12
CCn1c(=O)c2c(ncn2Cc2ccccc2C)n(-c2ccc(F)cc2)c1=O | 7 | -4
Cc1cccc(C(=O)N2CCC(COc3ccccc3C(=O)N3CCCCC3)CC2)c1 | 12 | 3
O=C(NCc1ccccc1)C1CCCN(c2ncccc2-c2noc(C3CCC3)n2)C1 (stereo not drawn) | 6 | -6
O=[N+]([O-])c1cc(C=Nc2ccccc2I)ccc1Br | 10 | -2

Next section; it opens with the 6 that closed the last part.
SMILES | mHTT-CaM PPI inh | Pf apPOL block
C#CC1(OCC(O)CN2CC(C)CC(C)C2)CCCCC1 (stereo not drawn) | -4 | -6
COCC(C)NC(=O)C(=O)Nc1ccc(Cl)cn1 (stereo not drawn) | -9 | -12
CCn1c(=O)c2c(ncn2Cc2ccccc2C)n(-c2ccc(F)cc2)c1=O | 7 | -4
Cc1cccc(C(=O)N2CCC(COc3ccccc3C(=O)N3CCCCC3)CC2)c1 | 12 | 3
O=C(NCc1ccccc1)C1CCCN(c2ncccc2-c2noc(C3CCC3)n2)C1 (stereo not drawn) | 6 | -6
O=[N+]([O-])c1cc(C=Nc2ccccc2I)ccc1Br | 10 | -2
S=C1NC2(CCCC2)NN1c1ccccc1 | . | 9
CC(C)CN(CC(C)C)C(=O)C1CC2CCC1C2 (stereo not drawn) | -5 | 0
CC(C)NC(=O)N1CCN(c2ccc(C(C)C)cc2)C(=O)C1C (stereo not drawn) | 1 | -3
Cc1noc(NS(=O)(=O)c2ccc(NC(=O)COc3cc(Cl)ccc3Cl)cc2)c1C | 23 | -3
COc1ccc(C(=O)CSc2nnc3n2CCCN3C(=O)Nc2ccccc2)cc1 | . | -15
COc1cccc(-c2nc(C3CCN(S(=O)(=O)c4cccc(C#N)c4)CC3)no2)c1 | -1 | -3
C=CCn1c(=O)/c(=C2\Sc3ccccc3N2C)s/c1=C1\C(=O)N(C2CCCCC2)N=C1C | 0 | 1
CCOC(=O)C1CCN(C(=O)c2cccc(C3CCCN(C(=O)NC(C)C)C3)c2)CC1 (stereo not drawn) | 6 | -1
CCOC(=O)c1sc(=NN=C(C)C)n(C)c1C | . | -5
CC(C)NC(=O)N1CCCC1c1nc(-c2ccc(F)cc2F)no1 (stereo not drawn) | -2 | -1
Cc1nnsc1C(=O)NCc1csc2ccc(Cl)cc12 | . | -5
COc1ccc2c(c1)OCC/C2=N\OC(=O)c1ccccc1Cl | i | -2
O=C(NC1CCCCC1)c1ccc(-c2cnc(N3CCCC3)nc2)cc1 | -15 | 2
COc1ccc(NCN2C(=O)C3CCCCC3C2=O)cc1 (stereo not drawn) | 7 | -2
CCCN1C(=O)CCc2cc(NC(C)=O)ccc21 | 2 | -17
CCOc1ccccc1N1CCN(C(=O)c2ccccc2C)CC1 | 4 | -6
O=C(Nc1nnc(C2CC2)o1)c1ccc(S(=O)(=O)N2CCCC2)cc1 | 32 | -1
NC(=O)c1oc2ccccc2c1NC(=O)C(=O)NCc1ccc2c(c1)OCO2 | -2 | -1

Looked up above:
`CCCN1C(=O)CCc2cc(NC(C)=O)ccc21` in Pf apPOL block shows -17
`NC(=O)c1oc2ccccc2c1NC(=O)C(=O)NCc1ccc2c(c1)OCO2` in mHTT-CaM PPI inh shows -2
`COc1ccc(NCN2C(=O)C3CCCCC3C2=O)cc1` (stereo not drawn) in mHTT-CaM PPI inh shows 7
`O=C(Nc1nnc(C2CC2)o1)c1ccc(S(=O)(=O)N2CCCC2)cc1` in Pf apPOL block shows -1
`CCOc1ccccc1N1CCN(C(=O)c2ccccc2C)CC1` in Pf apPOL block shows -6

Rows were taken by chance; 3.6% or so of the library scored in one or more.
